Screening results deposited in PubChem BioAssay by The Scripps Research Institute Molecular Screening Center.
LYPLA2 inh: LYPLA2 (human) inhibition in PME1 counter-screen | O95372 | recombinant LYPLA2, FP-Rh probe fluorescence polarization | inhibition, % at 5.9 µM | actives 0.38% (n = 320,000);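 active = inhibition above the screen-wide mean plus 3 SD, limit set per campaign, cut at about 26% in these data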;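 also: 0% = LYPLA2 with DMSO and 100% = wells lacking LYPLA2 enzyme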
PREPL inhibitor: inhibits the human prolyl oligopeptidase-like enzyme; recombinant PREPL, fluorescence polarization activity-based probe; inhibition, % at 5.96 µM; actives 0.68% (n = 320,000); AID 2751; in the data active = inhibition above about 43%;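 also: 0% = enzyme with DMSO and 100% = wells lacking enzyme; many of its hits are not listed in these tables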
PME-1 primary: blocks human protein phosphatase methylesterase 1; recombinant PME-1, FP-Rh probe fluorescence polarization; inhibition, % at 5.9 µM; actives 0.53% (n = 320,000); AID 2130;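 active = inhibition above the campaign mean of all compounds plus 3 SD, cut at about 26% in these data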;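 also: competitive labeling of PME-1 active site by serine hydrolase directed probe; 0% = PME-1 with DMSO and 100% = wells lacking PME-1 enzyme; inhibitors block probe labeling so polarization falls and inhibition rises; many of its hits are not listed in these tables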
pPAFAH inh: inhibitors of human plasma PAF acetylhydrolase (pPAFAH). recombinant pPAFAH, FP-rhodamine probe fluorescence polarization. inhibition, % at 3.39 µM. actives 1.5% (n = 330,000). AID 463082;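 active = inhibition above the mean inhibition across the screen plus 3 SD, cut at about 25% in these data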;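 also: inhibitors block binding of the rhodamine activity-based probe so polarization drops; 0% = enzyme with DMSO and 100% = wells lacking pPAFAH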
Target sequence (Q13093 whole entry, looked up): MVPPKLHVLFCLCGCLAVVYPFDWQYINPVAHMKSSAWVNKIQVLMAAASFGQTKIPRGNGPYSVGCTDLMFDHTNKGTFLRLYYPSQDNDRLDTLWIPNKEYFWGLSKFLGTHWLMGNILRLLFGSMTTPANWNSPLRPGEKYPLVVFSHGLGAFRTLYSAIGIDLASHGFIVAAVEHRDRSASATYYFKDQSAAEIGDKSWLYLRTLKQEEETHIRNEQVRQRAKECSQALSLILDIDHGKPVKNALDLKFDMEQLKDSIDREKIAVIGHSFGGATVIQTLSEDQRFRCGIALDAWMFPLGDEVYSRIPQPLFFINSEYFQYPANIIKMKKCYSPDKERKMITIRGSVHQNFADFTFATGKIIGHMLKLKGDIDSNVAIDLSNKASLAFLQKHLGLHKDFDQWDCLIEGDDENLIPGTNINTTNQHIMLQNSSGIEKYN
LYPLA1 counter: LYPLA1 (human) inhibition in PME1 counter-screen; actives 0.16% (n = 320,000); inhibition, % at 5.9 µM; recombinant LYPLA1, FP-Rh probe fluorescence polarization; AID 2174; O75608;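 active = inhibition above the mean of all tested compounds plus 3 SD, set per campaign, cut at about 14% in these data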;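 also: inhibitors block serine hydrolase probe labeling of LYPLA1 so polarization falls; 0% = enzyme with DMSO and 100% = wells lacking LYPLA1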
PAFAH1B2 inh: PAFAH1B2 (human) inhibition; P68402; actives 1.2% (n = 340,000); inhibition, % at 3.39 µM; recombinant PAFAH1B2, FP-rhodamine activity probe, fluorescence polarization;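 active = inhibition above the mean of all tested compounds plus 3 SD, cut at about 24% in these data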;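 also: 0% = enzyme with DMSO and 100% = wells lacking PAFAH1B2; many of its hits are not listed in these tables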
Target sequence (P68402 whole entry, looked up): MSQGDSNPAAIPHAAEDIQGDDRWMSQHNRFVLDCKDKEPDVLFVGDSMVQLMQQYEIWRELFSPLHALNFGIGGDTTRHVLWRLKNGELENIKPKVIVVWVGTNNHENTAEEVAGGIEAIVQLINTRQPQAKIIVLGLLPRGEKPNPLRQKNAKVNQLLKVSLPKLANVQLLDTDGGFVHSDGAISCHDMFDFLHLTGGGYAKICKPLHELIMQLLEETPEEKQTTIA
PAFAH1B3 inh: inhibitors of human PAFAH1B3; Q15102; recombinant PAFAH1B3, FP-rhodamine probe, fluorescence polarization; inhibition, % at 3.39 µM; actives 0.28% (n = 340,000); AID 492972;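 active = inhibition above the screen-wide average of all tested compounds plus 3 SD, cut at about 25% in these data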;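 also: 0% = enzyme with DMSO only and 100% = wells lacking PAFAH1B3 protein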
PAD4 FP inh: PAD4 (human) enzyme inhibition | Q9UM07 | recombinant PAD4, RCA probe fluorescence polarization | inhibition, % at 6.36 µM | actives 0.41% (n = 330,000) | AID 485272;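 active = percent inhibition above a cutoff equal to the mean of all tested compounds plus 3 SD, cut at about 15% in these data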;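 also: 0% = PAD4 with RCA probe and DMSO and 100% = probe without PAD4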
GSTO1 counter: GSTO1 inhibition, counter-screen for RBBP9 inhibitors; P78417; recombinant GSTO1, activity-based probe fluorescence polarization; inhibition, % at 5.96 µM; actives 1.1% (n = 300,000); AID 1974;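 active = inhibition above the campaign mean inhibition plus 3 SD, cut at about 35% in these data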;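 also: 0% = GSTO1-1 with DMSO and 100% = wells lacking GSTO1-1 enzyme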
* marks the source's active call; other numbers are inactive results; x = no result given. A portion of the library; the hit share may differ from the screen's.

Sample of the layout:
1) CSc1ccc(/C=N\Nc2nncn2N)cc1
2) Cc1ccc(-c2nc3[nH]c(=O)cc(NC(=O)c4cccs4)n3n2)cc1
3) COc1ccc(NC(=O)CC2C(=O)N(c3ccc(Cl)cc3)C(=S)N2CCc2ccncc2)cc1 (centres undefined)

Assay by compound,1,2,3
LYPLA2 inh,-8,4,-10
PREPL inhibitor,7,-3,13
PME-1 primary,8,-4,-3
pPAFAH inh,0,-1,8
LYPLA1 counter,1,-2,-6
PAFAH1B2 inh,10,3,1
PAFAH1B3 inh,2,10,3
PAD4 FP inh,42*,-7,1
GSTO1 counter,14,-14,0

The listing, from the first entry:
1) CSc1ccc(/C=N\Nc2nncn2N)cc1
2) Cc1ccc(-c2nc3[nH]c(=O)cc(NC(=O)c4cccs4)n3n2)cc1
3) COc1ccc(NC(=O)CC2C(=O)N(c3ccc(Cl)cc3)C(=S)N2CCc2ccncc2)cc1 (centres undefined)
4) CC1CCCCC1NC(=O)CC1Oc2ccccc2NC1=O (centres undefined)
5) CC(C)(C)OC(=O)N1CCN(C(=O)c2[nH]cnc2C(=O)NCC(=O)OCc2ccccc2)CC1

Assay by compound,1,2,3,4,5
LYPLA2 inh,-8,4,-10,4,-3
PREPL inhibitor,7,-3,13,-7,4
PME-1 primary,8,-4,-3,-4,2
pPAFAH inh,0,-1,8,2,3
LYPLA1 counter,1,-2,-6,-1,3
PAFAH1B2 inh,10,3,1,-2,2
PAFAH1B3 inh,2,10,3,0,5
PAD4 FP inh,42*,-7,1,-2,0
GSTO1 counter,14,-14,0,1,4

6) O=c1c2ccccc2nc(SCc2ccccc2F)n1C1CCCC1
7) Cc1ccccc1/C=C\c1nc2ccccc2c(=O)n1Cc1ccccc1
8) C=CCn1c(=O)c2ccccc2n2c(SCC(=O)NCCc3ccccc3)nnc12
9) C=CCCC(=O)N(C)CCO
10) Cc1sc2nc(CSc3ccccc3)nc(N3CCC(C(N)=O)CC3)c2c1C

Assay by compound,6,7,8,9,10
LYPLA2 inh,7,-10,2,2,-4
PREPL inhibitor,0,-7,1,-3,18
PME-1 primary,3,-4,3,6,5
pPAFAH inh,2,-5,1,2,4
LYPLA1 counter,4,-7,-3,-2,1
PAFAH1B2 inh,-1,3,2,6,3
PAFAH1B3 inh,-2,-10,7,10,4
PAD4 FP inh,2,3,2,0,3
GSTO1 counter,3,-9,-6,-5,-5

11) COC(=O)Cc1cc(=O)n2[nH]cnc2n1
12) CC12CCC(C(=O)NCc3ccc4c(c3)OCO4)(CC1=O)C2(C)C (centres undefined)
13) COCCn1c(SCC(=O)Nc2cc(C)on2)nnc1-c1ccco1
14) CC(=O)Nc1ccc(S(=O)(=O)Nc2cccc(NC(=O)c3ccco3)c2)cc1
15) COc1cc(C(=O)NN2C(=O)NC3(CCC(C)CC3)C2=O)ccc1OC(F)F (centres undefined)

Assay by compound,11,12,13,14,15
LYPLA2 inh,8,4,2,-7,x
PREPL inhibitor,6,16,-3,-5,16
PME-1 primary,5,-6,-2,-20,x
pPAFAH inh,1,2,6,-3,1
LYPLA1 counter,5,0,0,-6,x
PAFAH1B2 inh,0,0,1,0,2
PAFAH1B3 inh,2,2,7,5,7
PAD4 FP inh,3,0,-2,-2,0
GSTO1 counter,-7,4,-2,-1,x

Compound profiles, as listed above. Values in the order: LYPLA2 inh, PREPL inhibitor, PME-1 primary, pPAFAH inh, LYPLA1 counter, PAFAH1B2 inh, PAFAH1B3 inh, PAD4 FP inh, GSTO1 counter
`CC12CCC(C(=O)NCc3ccc4c(c3)OCO4)(CC1=O)C2(C)C` (centres undefined) in the list: 4, 16, -6, 2, 0, 0, 2, 0, 4
`COC(=O)Cc1cc(=O)n2[nH]cnc2n1` in the list: 8, 6, 5, 1, 5, 0, 2, 3, -7

Screen by screen, as entered above:
Nos. 11–15 in PAD4 FP inh, in turn: 3, 0, -2, -2, 0
Nos. 11–15 in PAFAH1B3 inh, in turn: 2, 2, 7, 5, 7

New compounds follow:
16) COc1ccc(C)cc1NS(=O)(=O)c1ccc2c(c1)oc(=O)n2C
17) O=C1CC(SCc2nc3ccccc3[nH]2)C(=O)N1c1cccc(F)c1 (centres undefined)
18) COc1ccc2c(c1)CCC/C2=N\Nc1nc(C(=O)NN)cs1
19) CN(C(=O)c1cccc(NC(=O)Cc2cccc([N+](=O)[O-])c2)c1)C1CCCCC1
20) CCOc1cc(C(=O)OC(C)C(=O)Nc2ccc(S(N)(=O)=O)cc2)ccc1OCC(=O)N1CCOCC1 (centres undefined)

Assay by compound,16,17,18,19,20
LYPLA2 inh,4,-5,-26,x,9
PREPL inhibitor,18,1,34,11,2
PME-1 primary,1,2,8,x,-2
pPAFAH inh,6,5,12,4,2
LYPLA1 counter,0,-3,-11,x,5
PAFAH1B2 inh,6,9,x,7,-2
PAFAH1B3 inh,10,8,x,-5,0
PAD4 FP inh,2,0,-11,0,3
GSTO1 counter,2,13,2,x,2

21) O=C1c2ccccc2NC(c2ccc(-c3cccc(Cl)c3)o2)N1O (centres undefined)
22) COC(=O)C(OC(=O)c1ccc(OC)cc1)C(=O)OC
23) Cc1nc2ccccc2c(=O)n1/N=C/c1ccc(O)c(O)c1O
24) C=CCn1c(Oc2cc(C)ccc2C)nc2c1c(=O)n(C)c(=O)n2C
25) Nc1cc(OC(=O)c2c(F)cccc2Cl)nn1S(=O)(=O)c1ccccc1
26) CC(=O)Cc1nsc(Nc2ccc3c(c2)OCCO3)n1

Assay by compound,21,22,23,24,25,26
LYPLA2 inh,-2,1,-11,1,-8,0
PREPL inhibitor,10,12,45*,16,21,-1
PME-1 primary,6,3,-8,-3,2,-7
pPAFAH inh,8,1,87*,2,1,-6
LYPLA1 counter,-1,4,-7,-3,-2,0
PAFAH1B2 inh,1,1,7,12,-2,-3
PAFAH1B3 inh,6,-4,27*,4,4,-5
PAD4 FP inh,4,0,2,-7,5,-9
GSTO1 counter,-223,-3,71*,-2,2,-2
